Source: PubChem BioAssay
BoNT F protease = BoNT/F light chain protease inhibitors, primary screen, biochemical, flow cytometry, MLPCN library | Multiplex microsphere protease cleavage assay | inhibition, % at 10 µM | 0.22% of 360,000 active | AID 588497, 2011; in the data active means inhibition above about 35%, passing the limit was not always enough; inconclusive means no clear call, values can overlap the other calls; further: plate controls were buffer without enzyme for full effect and enzyme alone for no effect
BioA inh = M. tuberculosis BioA enzyme inhibitors, primary screen, biochemical, plate reader, single point, HTS. 7,8-diaminopelargonic acid synthase BioA (Mycobacterium tuberculosis). purified M. tuberculosis BioA enzyme. inhibition, % at 9.99 µM. 0.096% of 360,000 active; in the data active means inhibition above about 40%; inconclusive means no clear call, values can overlap the other calls
Mtb UGM inh = M. tuberculosis UGM enzyme inhibitors, primary screen, biochemical, fluorescence polarization, single point; inhibition, % at 10 µM; purified UGM, fluorescence polarization probe displacement; UDP-galactopyranose mutase (Mycobacterium tuberculosis (strain ATCC 25618 / H37Rv)), …; 0.06% of 320,000 active; in the data active means inhibition above about 10%, passing the limit was not always enough; inconclusive means no clear call, values can overlap the other calls
FBA Mtb inh = Mtb FBA enzyme inhibitors, primary screen, biochemical, fluorescence, strain H37Rv; 2.3% of 360,000 active; purified M. tuberculosis FBA, fluorescence read-out; AID 588726, 2011; inhibition, % at 1 µM; in the data active means inhibition above about 27%;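 further: 0% = vehicle and 100% = reference inhibitor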
PfHsp40 yeast = rescue of yeast from PfHsp40 toxicity, primary screen, S. cerevisiae, ATP luminescence; 0.68% of 340,000 active; AID 504582, 2011; growth rescue, % at 12.5 µM; S. cerevisiae expressing PfHsp40, growth rescue; in the data active means growth rescue above about 28%, passing the limit was not always enough; inconclusive means no clear call, values can overlap the other calls;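 further: yeast W303a lacking pdr1 and pdr3 grown in galactose medium; growth measured after three days at 30 °C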
GDH-TPI counter = GDH-TPI coupling enzyme inhibitors, primary screen, artefact control for M. tuberculosis FBA inhibitor project, biochemical, absorbance, full deck; GDH-TPI coupled enzyme counterscreen, NADH absorbance; inhibition, % at 4.8 µM; 1.2% of 360,000 active; in the data active means inhibition above about 30%;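 further: 0% = DMSO wells and 100% = wells lacking the enzyme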
BoNT A protease = BoNT/A light chain protease inhibitors, primary screen, biochemical, flow cytometry, MLPCN library; Botulinum neurotoxin type A light chain protease (Clostridium botulinum A str. ATCC 3502); multiplex microsphere protease substrate cleavage; inhibition, % at 10 µM; 0.17% of 360,000 active; AID 588499, 2011; further: plate controls were buffer without enzyme for full effect and enzyme alone for no effect
Anthrax LF prot = Bacillus anthracis LF protease inhibitors, primary screen, biochemical, multiplex microsphere, MLPCN library | multiplex microsphere protease cleavage assay | inhibition, % at 10 µM | Lethal factor (Bacillus anthracis), P15917 | AID 588501, 2011 | 0.12% of 360,000 active; further: plate controls were buffer without enzyme for full effect and enzyme alone for no effect
Target sequence (P15917 whole entry, looked up): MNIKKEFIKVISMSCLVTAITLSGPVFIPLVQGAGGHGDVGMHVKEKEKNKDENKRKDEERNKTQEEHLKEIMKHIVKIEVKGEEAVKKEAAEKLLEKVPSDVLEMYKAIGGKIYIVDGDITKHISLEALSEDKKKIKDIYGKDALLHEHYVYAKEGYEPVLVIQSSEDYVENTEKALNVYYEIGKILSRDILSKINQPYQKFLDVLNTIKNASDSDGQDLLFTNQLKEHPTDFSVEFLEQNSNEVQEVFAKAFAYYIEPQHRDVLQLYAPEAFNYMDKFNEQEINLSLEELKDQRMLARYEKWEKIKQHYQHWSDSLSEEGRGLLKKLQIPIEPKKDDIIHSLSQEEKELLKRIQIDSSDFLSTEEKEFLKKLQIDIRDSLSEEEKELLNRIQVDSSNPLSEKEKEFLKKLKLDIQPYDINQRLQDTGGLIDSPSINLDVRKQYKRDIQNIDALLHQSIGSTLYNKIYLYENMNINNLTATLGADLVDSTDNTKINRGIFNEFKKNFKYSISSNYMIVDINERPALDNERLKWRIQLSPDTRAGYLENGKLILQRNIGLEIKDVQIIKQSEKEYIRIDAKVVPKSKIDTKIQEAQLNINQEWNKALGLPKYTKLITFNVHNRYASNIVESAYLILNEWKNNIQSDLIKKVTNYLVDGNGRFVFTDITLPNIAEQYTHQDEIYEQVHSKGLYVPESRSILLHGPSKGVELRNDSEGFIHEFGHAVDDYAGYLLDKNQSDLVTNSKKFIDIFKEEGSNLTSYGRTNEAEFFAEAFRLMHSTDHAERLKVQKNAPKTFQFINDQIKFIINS
FadD28 FP inh = inhibitors of FadD28 bisubstrate probe binding, primary screen, biochemical, fluorescence polarization, single point; AID 588549, 2011; 0.22% of 360,000 active; Mycobacterium tuberculosis FadD28 fatty-acid-AMP ligase; inhibition, % at 12.5 µM; in the data active means inhibition above about 8.5%, passing the limit was not always enough; inconclusive means no clear call, values can overlap the other calls
* marks the source's active call; other numbers are inactive results; ? = inconclusive; . = not tested or not shown; & = joins results of further samples. Unless noted, no stated cut-off is given here; in the data, active means inhibition above about 30%; inconclusive means no clear call, values can overlap the other calls; inactive means below that.

Order of values: BioA inh	FBA Mtb inh	GDH-TPI counter	Anthrax LF prot	BoNT A protease	FadD28 FP inh	BoNT F protease	PfHsp40 yeast	Mtb UGM inh
[1] Cc1cc(C)cc(-n2cnc3cc(C(=O)O)ccc32)c1
  -1.1	-0.9	14.3	0.1	-0.5	-3.2	5.2	?	0.2
[2] O=C(N/N=C/c1cccc(O)c1)c1cc2c(ccc3ccccc32)o1
  -0.1	5.2	17.7	-0.6	3.0	-3.9	10.2	-0.9	-1.9
[3] C#CCN1c2ccccc2Sc2cccnc21
  .	3.7	13.0	-15.9	4.1	-1.6	?	0.6	0.7
[4] O=C(CC1C=CCC1)Nc1ccccc1 (stereo unspecified)
  -1.2	1.1	5.6	-2.3	-0.2	0.3	-3.6	2.1	.
[5] N#Cc1ccccc1NC(=O)CSc1cn[nH]n1
  .	2.0	-4.5	4.1	2.5	-2.2	1.6	-0.8	6.0
[6] O=C(CN1CCSC1=O)N1CCN(S(=O)(=O)c2ccc(Cl)cc2)CC1
  6.6	-0.9	-3.8	.	.	-0.8	.	0.3	0.8
[7] Cc1cccc(NC(=O)COc2coc(CN3CCc4ccccc4C3)cc2=O)c1
  -0.9	5.0	4.2	?	?	-0.9	?	0.7	-0.4
[8] CN1CCN(c2ccc(NC(=S)NC(=O)c3cccc4ccccc34)cc2)CC1
  -1.2	-2.5	2.5	-3.7	-0.5	-4.3	-15.5	1.2	1.9
[9] CC(=O)c1cccc(NC(=O)c2csc3c2CCCCC3)c1
  .	-4.0	-0.4	-1.3	0.4	0.5	-2.0	-0.4	6.2
[10] CCS(=O)(=O)Nc1ccc(C2=NN(C(=S)Nc3ccccc3)C(c3ccco3)C2)cc1 (stereo unspecified)
  .	19.8	25.0	-5.0	0.2	-2.7	-15.4	0.0	0.1
[11] O=C(NCC1CCCO1)c1ccc(OC2CCN(C(=O)C3CC3)CC2)cc1 (stereo unspecified)
  1.0	3.7	3.4	1.3	1.6	2.3	-0.3	0.4	1.9
[12] O=C(CN1CCN(c2ccc(F)cc2)CC1)Nc1ccccc1C(=O)NCCc1ccccc1
  -0.8	-3.3	-1.8	4.9	0.8	-4.5	-1.0	3.1	.
[13] COc1ccc(C(=O)N2CCN(CCc3ccccn3)CC2)cc1
  2.8	1.6	11.7	11.3	-1.5	.	-2.6	-1.2	0.1
[14] CC(C)(C)n1nnnc1C(c1cccnc1)N1CCN(C(=O)c2ccco2)CC1 (stereo unspecified)
  8.2	0.7	5.0	-0.3	?	0.3	-15.3	0.3	0.8
[15] O=S(=O)(/C=C/c1ccccc1)N1CCN(c2ccc(F)cc2)CC1
  1.3	-1.1	13.3	-6.2	-0.9	0.3	-2.2	-0.2	-2.2
[16] COC(=O)c1cccc(NC(=S)N2CCN(C)CC2)c1
  2.3	1.1	9.4	-2.4	-0.6	-1.6	9.5	-1.1	0.5
[17] COc1ccc(-c2cc3nc(C)c(CCC(=O)NCc4ccc(F)cc4)c(C)n3n2)c(OC)c1
  .	20.5	7.2	0.2	-0.4	-3.2	-3.4	0.6	-2.6
[18] CCOC(=O)C(C)Oc1cccc2c(=O)n(CC(=O)Nc3ccc(OC)cc3)ccc12 (stereo unspecified)
  1.4	-0.6	6.2	-3.6	0.1	-2.8	-3.4	.	.
[19] Cc1ccc(C(=O)Nc2sc(C)c(C)c2C(=O)c2ccccc2)cc1
  .	-1.6	-4.9	-2.0	-1.0	-3.7	-4.0	0.0	1.8
[20] COCCNC(=O)COc1cccc2c1OC(C)(C)C2
  .	1.5	-3.5	-7.8	-1.6	-2.1	-5.1	-0.7	2.7
[21] COC(=O)c1ccc(OC(=O)CS(=O)c2ccccc2[N+](=O)[O-])cc1 (stereo unspecified)
  .	8.3	1.6	-0.3	-0.9	0.0	-8.1	9.8	-0.1
[22] CN(c1ccccc1)S(=O)(=O)c1cccc(NC(=O)CN2C(=O)NC3(CCCC3)C2=O)c1
  0.5	4.6	9.1	-3.2	7.2	-1.9	18.7	-0.5	.
[23] Cc1ccccc1NC(=O)C(C)OC(=O)CCC(=O)N(CC(C)C)c1c(N)n(CC(C)C)c(=O)[nH]c1=O (stereo unspecified)
  .	0.2	0.7	?	?	-0.7	?	-0.9	-2.0
[24] O=C(NC1CCCCC1)NC1CCN(S(=O)(=O)c2ccc3c(c2)OCCO3)CC1
  -1.0	0.7	-1.7	.	.	0.3	.	-1.0	-0.1
[25] COc1ccc(C(=O)NC(Cn2ccnc2)C(C)(C)C)cc1OC1CCN(C(C)C)CC1 (stereo unspecified)
  -3.6	2.7	1.7	-2.4	2.1	1.2	6.6	-0.7	1.4
[26] c1ccc(CSc2nnnn2-c2ccc3c(c2)OCCO3)nc1
  -0.3	0.8	11.7	-3.3	0.7	-1.9	4.3	0.9	1.6
[27] CC(c1ccco1)N(C(=O)c1cccs1)c1ccccn1 (stereo unspecified)
  0.7	1.7	-9.4	-6.2	1.2	0.0	2.1	0.0	-1.3
[28] O=C1CC(N(C(=O)c2ccco2)c2ccc(F)cc2)C(=O)N1c1ccc(F)cc1 (stereo unspecified)
  1.5	0.1	6.5	1.3	?	-0.2	11.4	-0.7	-0.6
[29] COc1ccccc1CNC(=O)CN1C(=O)N(C)C2(CCCCC2)C1=O
  -3.4	5.1	0.4	0.9	-0.4	-0.6	-0.9	0.2	-0.5
[30] Cc1ccc(F)cc1NC(=O)CCC(=O)c1cccs1
  -2.7	-3.0	-1.3	-4.5	-0.6	-2.2	11.9	-1.1	4.2
[31] CC1CC(C)CN(S(=O)(=O)CCNC(=O)c2ccccc2)C1 (stereo unspecified)
  -0.8	-2.8	1.4	2.1	4.1	-2.8	14.4	-0.6	-5.1
[32] CCOC(=O)C1(C)CCCCCN1C(=O)c1ccc(N(C)C)cc1 (stereo unspecified)
  0.5	-2.5	-7.3	-0.4	0.4	-2.8	1.3	.	.
[33] CC(C)c1ccccc1-n1c(-c2cccnc2)n[nH]c1=S
  .	5.0	11.0	-2.4	-0.5	1.0	5.4	-1.5	-2.7
[34] Cc1cc(NS(=O)(=O)c2ccc(NC(=O)COc3ccc(Cl)c(C)c3)cc2)no1
  -2.0	8.8	2.2	5.1	1.3	0.3	0.1	-1.3	.
[35] CN(CC(=O)Nc1cccc(F)c1)C(=O)CSc1ccccc1
  2.4	-0.4	4.5	0.8	-0.2	2.1	0.1	-0.5	.
[36] CCc1ccc(CN2CCN(S(=O)(=O)Cc3ccccc3)CC2)cc1
  -1.5	-1.3	4.7	-2.7	0.6	0.4	-7.2	-0.4	2.7
[37] Cc1scc(C(=O)N/N=C/c2ccc(Cl)s2)c1C
  -1.0	1.1	29.6	-5.8	-1.8	0.6	-16.6	-0.6	-0.7
[38] CCOC(=O)CCN(Cc1cccs1)S(=O)(=O)c1ccc(F)cc1
  -3.5	1.8	4.8	1.0	-1.3	0.2	-5.5	-0.6	0.9
[39] CCOC(=O)c1c(NC(=O)CSc2nccn2C)sc(C(=O)NC)c1C
  3.9	2.3	-6.2	4.7	0.8	-1.4	4.0	1.5	-2.7
[40] CCc1cccc(C)c1NC(=S)N(CCCN1CCN(C)CC1)Cc1cccs1
  2.8	-2.3	-6.1	-1.8	-0.4	-3.8	-2.3	-1.6	-0.6
[41] Cc1ccccc1NCC(=O)N/N=C/c1ccc([N+](=O)[O-])cc1
  .	-0.3	28.0	-0.8	-0.1	0.6	-4.3	1.5	-3.9
[42] Cc1ccccc1N1CCN(Cc2c(C#N)c3ccccc3n2C)CC1
  .	1.8	-4.3	-1.3	-3.9	-0.5	-6.1	-0.4	-0.4
[43] O=C(c1ccccc1)N1CCCCC(Cl)C1=O (stereo unspecified)
  1.2	0.9	-6.5	-7.5	-1.1	-3.5	-1.4	-0.7	-0.3
[44] CC(C)NS(=O)(=O)c1ccc(OCC(=O)Nc2ccc3c(c2)OCO3)cc1
  .	-1.6	2.5	-6.3	-1.4	0.0	-1.4	-1.1	2.7
[45] CN(C)CC/C=C1/c2ccccc2Sc2ccc(Cl)cc21
  4.7&0.4	-0.3&5.3	1.4&-3.1	-10.4&-18.3	-0.5&5.0	-4.0&-2.6	-4.0&6.9	-0.8	1.4&-1.9
[46] O=C(NC(=S)Nc1cc(S(=O)(=O)N2CCOCC2)ccc1N1CCOCC1)c1ccco1
  .	4.0	1.3	-5.4	0.5	1.2	-3.4	-0.3	-1.2
[47] Cc1ccc(N=Cc2ccc[nH]2)c(O)c1
  -0.3	-2.9	11.7	-9.2	?	-1.4	-4.2	-0.3	2.4
[48] O=C(NCC1CCCO1)c1cc2nc(-c3ccco3)cc(C(F)(F)Cl)n2n1 (stereo unspecified)
  -0.2	3.5	20.9	2.2	-1.5	-0.4	-1.5	-0.3	0.2
[49] O=C(COc1ccccc1)Nc1ccc(N2CCN(C(=O)c3cccs3)CC2)cc1
  -1.3	4.8	-2.5	-7.1	-0.9	-2.1	-1.8	-1.3	0.5
[50] N=C1/C(=C/c2ccco2)C(=O)N=C2SC(CC(=O)N3CCCC3)=NN12
  -1.6	1.9	30.8*	-4.6	-0.9	-0.6	1.3	1.3	0.7
[51] Cc1n[nH]c(C)c1S(=O)(=O)N(C)Cc1ccco1
  -0.1	-2.8	-3.5	-1.1	1.8	-3.0	-4.4	2.9	0.4
[52] Cc1ccc(O)c(N=Cc2ccc(C)s2)c1
  .	-0.6	-6.4	-1.2	0.4	-4.2	-2.9	?	-0.3
[53] COc1ccc(OC)c(/C(O)=C/C(=O)C(=O)Nc2cc(C)ccc2OC)c1
  0.4	-1.9	0.6	-0.2	0.6	-2.1	0.8	1.1	2.7
[54] CCOC(=O)Cc1csc(N/N=C\c2ccc(N(C)C)cc2)n1
  -1.6	1.9	12.1	-9.1	25.8	-1.5	-67.4	0.0	1.3
[55] CCC(C)[C@H](N)C(=O)N[C@H]1CCC2C3CC=C4C[C@@H](O)CC[C@]4(C)C3CC[C@@]21C (stereo partly specified)
  -0.5	1.1	-5.8	-5.7	0.9	-8.2	-6.6	.	.
[56] CCOC(=O)C1=C(CCc2ccccc2)NC(=O)NC1c1ccc(C#N)cc1 (stereo unspecified)
  0.6	0.1	0.8	5.7	-0.7	-3.6	-4.3	-0.4	-1.2
